Screening data as filed in PubChem BioAssay.
GLP1R cytotox: qHTS of GLP-1 Receptor Inverse Agonists: Cytotox Screen; AID 624418, 2012; actives 0.13% (n = 410,000); Potency, µM (series often up to 38.3 µM), without a hit: at the highest dose activity change, negative = inhibition, usual class: inhibitors; HEK293 cAMP-luciferase reporter cells, luminescence, 24 h;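 also: loss of luciferase light is scored as toxicity; potency is read from the fitted curve at half-maximal effect; % is scaled to controls: 0 for no effect and ±100 for the full control effect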
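Compound-treated cells are incubated 24 hr at 37 deg C under 5% CO2 after a 12 hour attachment period, then luciferase detection reagent is added and luminescence is measured following 12 min at room temperature; lowered signal indicates toxicity.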
KB-V1 cytotox: qHTS assay for MDR1-selective chemotherapeutics: Primary screen using the drug-selected MDR subline cells KB-V1 | Potency, µM (highest dose often 46.1 µM), for the others: top-dose activity change, negative = cytotoxicity, most hits filed as cytotoxic | KB-V1 MDR cells viability, CellTiter-Glo, 72 h | actives 3.4% (n = 400,000); also: potency is read from the fitted curve at half-maximal effect; % is scaled to controls: 0 for no effect and ±100 for the full control effect; nearly all actives have a fitted effect of over 60% in size
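KB-V1, DMEM (no phenol red) + 10% FBS; cpd pin-transferred, titration series; 72 h, 37 degrees C; CellTiter-Glo, luminescence. Data normalized, curve-fit.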
D3 ag: qHTS of D3 Dopamine Receptor Agonist: qHTS; D3R DiscoveRx beta-arrestin cells, luminescence, 90 min; max activation, %; actives 0.58% (n = 410,000); AID 652048, 2013; in the data active = max activation above about 30%; also: 0% is about no effect; mostly tested at two doses, the higher about 12 µM
Target sequence (P35462 whole entry, looked up): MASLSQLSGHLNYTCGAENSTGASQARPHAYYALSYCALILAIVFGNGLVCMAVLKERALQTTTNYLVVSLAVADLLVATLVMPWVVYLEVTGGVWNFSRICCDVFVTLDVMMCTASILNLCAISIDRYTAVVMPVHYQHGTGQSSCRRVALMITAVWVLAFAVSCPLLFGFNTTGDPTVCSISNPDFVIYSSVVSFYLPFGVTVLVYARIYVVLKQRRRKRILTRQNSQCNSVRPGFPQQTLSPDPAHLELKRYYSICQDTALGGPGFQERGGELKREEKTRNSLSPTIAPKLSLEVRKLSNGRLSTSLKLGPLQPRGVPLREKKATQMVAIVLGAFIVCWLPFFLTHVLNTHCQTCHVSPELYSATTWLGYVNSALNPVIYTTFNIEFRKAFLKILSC
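Cells at 1500/well, incubated overnight, then treated with pinned compounds (dopamine as control) for 90 min at 37 degrees C. DiscoveRx reagent added for 30 - 60 minutes at room temperature; luminescence read.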
aSyn yeast inh: qHTS of alpha-syn Inhibitors | Yeast expressing alpha-synuclein, growth rescue, BacTiter-Glo, 24 h | Potency, µM (highest dose often 46.1 µM), inactives show top-dose growth rescue (activation), usual class: activators | actives 0.14% (n = 370,000) | AID 652106, 2013; also: potency is read from the fitted curve at half-maximal effect; % of control where 0% means no effect; nearly all actives have a fitted effect of over 65% in size
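Readout is rescue of growth in alpha-synuclein-expressing yeast, so inhibitors of toxicity appear as activators. Growth after 24 hr at 30 deg C in galactose medium is quantified by luminescence.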
PTHR1 agonist: qHTS for PTHR1 Agonists: Primary Screen; actives 0.075% (n = 410,000); HEK293 GP2 PTHR1 cells, GloSensor cAMP luminescence, 1 h; AID 743266, 2014; Potency, µM (top dose mostly 115 µM), for the others: top-dose activation, actives largely listed as activators; Parathyroid hormone/parathyroid hormone-related peptide receptor (Homo sapiens), Q03431; also: potency is read from the fitted curve at half-maximal effect; nearly all actives have a fitted effect of over 55% in size; some results filed as inactive show a strong effect at the top dose; inactives centre near -15; many of its hits are not listed in these tables
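HEK-293-derived GP2 cells expressing PTHR1 and a GloSensor cAMP reporter, 3,000/well, plated overnight, given luciferin plus IBMX (each 0.5 mM as added) for 1 h at 37 °C, then compound for 1 h at 37 °C. Luminescence was read after 15 min at room temperature.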
TDP43 rescue: qHTS of TDP-43 Inhibitors; TDP-43 expressing yeast growth rescue, BacTiter-Glo, 24 h; actives 1.8% (n = 410,000); Potency, µM (highest dose often 46.1 µM), inactives show top-dose growth rescue (activation), most hits filed as activators; also: potency is read from the fitted curve at half-maximal effect; % of control where 0% means no effect; nearly all actives have a fitted effect of over 50% in size
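In this qHTS, compounds that restore growth of yeast expressing TDP-43 appear as activators. Cells (OD600=0.02, galactose medium, raffinose-pregrown) are incubated with compound 24 hr at 30 deg C and growth is quantified by BacTiter-Glo.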
DRD3 antagonist: qHTS of D3 Dopamine Receptor Antagonist: qHTS | actives 2.5% (n = 360,000) | D(3) dopamine receptor (Homo sapiens), P35462 | AID 652054, 2013 | D3R cells, DiscoveRx beta-arrestin luminescence, antagonist mode; active compounds read low | max response, negative = inhibition, %; in the data active = max response below about -50%; inconclusive = no clear call, values can overlap the other calls; also: % is scaled to controls: 0 for no effect and ±100 for the full control effect; mostly tested at two doses, the higher about 12 µM
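Cells plated overnight at 1500 cells/well, then exposed to library compounds with dopamine controls for 90 minutes at 37 degrees C. DiscoveRx reagent added for 30–60 minutes at room temperature; luminescence read, quantitative HTS format.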
GLP1R ag: qHTS of GLP-1 Receptor Agonists | HEK293 GLP-1R CRE-luciferase, luminescence, 4-6 h; cells express a hypersensitive GLP-1R form | actives 0.007% (n = 380,000) | Glucagon-like peptide 1 receptor (Homo sapiens), P43220 | Potency, µM (titrated, usually from 45.6 µM), inactives show at the top dose activation, actives largely listed as activators; also: potency is read from the fitted curve at half-maximal effect; % of control where 0% means no effect
Target sequence (P43220 whole entry, looked up): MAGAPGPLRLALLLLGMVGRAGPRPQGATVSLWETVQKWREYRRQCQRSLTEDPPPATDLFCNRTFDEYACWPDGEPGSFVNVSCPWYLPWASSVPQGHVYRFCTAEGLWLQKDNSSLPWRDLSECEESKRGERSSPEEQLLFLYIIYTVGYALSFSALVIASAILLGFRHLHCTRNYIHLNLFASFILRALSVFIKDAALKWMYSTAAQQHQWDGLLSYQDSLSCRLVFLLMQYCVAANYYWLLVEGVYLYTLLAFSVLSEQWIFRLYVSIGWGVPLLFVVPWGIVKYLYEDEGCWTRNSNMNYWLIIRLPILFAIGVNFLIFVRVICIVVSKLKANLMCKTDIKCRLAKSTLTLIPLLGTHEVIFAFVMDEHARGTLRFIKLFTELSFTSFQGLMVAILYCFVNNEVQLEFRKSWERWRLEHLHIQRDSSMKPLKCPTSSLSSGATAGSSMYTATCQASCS
GLP1R inv ag: qHTS of GLP-1 Receptor Inverse Agonists (Inhibition Mode); Glucagon-like peptide 1 receptor (Homo sapiens), P43220; HEK293 GLP-1R CRE-luciferase, luminescence, 24 h; GLP-1R form is constitutively active; Potency, µM (titrated, usually from 38.3 µM), inactives show at the top dose activity change, negative = inhibition, most hits filed as inhibitors; actives 1.6% (n = 410,000); also: potency is read from the fitted curve at half-maximal effect; % is scaled to controls: 0 for no effect and ±100 for the full control effect; nearly all actives have a fitted effect of over 55% in size
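Using stably transfected HEK293 (constitutively active GLP-1R, cAMP-luciferase reporter), compounds were incubated 24 hr and luciferase measured by luminescence.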
An asterisk follows results filed as active; i = inactive; ? = inconclusive; . = no result given; [ ] = dose if it differs, or a comment. Unless noted, calls follow the shape of the dose curve; as a rule, active = well fitted curve in the direction sought with a large enough effect; inconclusive = small, poorly fitted or top-dose-only effect, or another doubt; inactive = no such curve, though single readings can be large; an effect the other way counts as inactive or inconclusive. Not all compounds are listed; rates above refer to the full screens.

structure | GLP1R cytotox | KB-V1 cytotox | D3 ag | aSyn yeast inh | PTHR1 agonist | TDP43 rescue | DRD3 antagonist | GLP1R ag | GLP1R inv ag
Cc1cc(N2CCCC2)n2nc(C)nc2n1 | 2% | 8% | 9 | -10% | -10% | 3% | -2 | 7% | 5%
CC(C)CNS(=O)(=O)c1ccc(S(=O)(=O)N2CCN(C3CCCC3)CC2)cc1 | 5% | ? | -29 | -1% | i | -19% | 0 | -1% | -13%
CCOC(=O)C1CCCN(C2CC(=O)N(c3cccc(C(F)(F)F)c3)C2=O)C1 (stereo not drawn) | 9% | -3% | 2 | -67%[inhibitor] | -17% | -89%[inhibitor] | -6 | 5% | 0%
COc1ccc(C(=O)N2CCCN(C)CC2)c(OC)c1 | -1% | -8% | 2 | 1% | -61% | 18% | 3 | 5% | 19%
COc1ccc(/C=C2/SC(=S)N(CCCC(=O)Nc3ccc(O)cc3)C2=O)cc1OC | ? | 1% | 0 | 12% | -41%[inhibitor] | 6% | 1 | 0% | ?
CC1(C(=O)Nc2ccc3c(c2)OCCO3)CCN1C(=O)Cc1ccc(-c2ccccc2)cc1 (stereo not drawn) | -10% | 18µM* | 10 | 29% | -7% | 29% | 26 | 4% | ?
CCOC(=O)c1cc(-c2ccccc2)nn1Cc1cc(C)no1 | -4% | -13% | -25 | ? | -49%[inhibitor] | -5% | 0 | ? | 2%
CCC1=Nc2cc(C(=O)NCCN3CCCC3)ccc2Sc2ccccc21 | -7% | 14% | 0 | 3% | i | 11% | 2 | 10% | ?
Fc1ccc(-c2nnc(-c3ccc(Cl)cc3Cl)o2)cc1 | 1% | 0% | -10 | -3% | i | -3% | -3 | 2% | 12%
Clc1ccccc1CN1CCSCC1 | -12% | -4% | -5 | 0% | -15% | 13% | 7 | -3% | 4%
COc1ccccc1CNc1nc2ccc(C)cc2n2nnnc12 | 4% | . | -3 | . | 6% | -6% | . | . | 2%
CN(C(=O)COC(=O)C1CCN(S(=O)(=O)c2ccc(Cl)cc2)CC1)C1CCS(=O)(=O)C1 (stereo not drawn) | -7% | 9% | 12 | 13% | i | -12% | 8 | 1% | -19%
Cc1cccc(C(C)C)c1NC(=O)c1cc2ccccc2o1 | 2% | -26% | 3 | 21% | -49%[inhibitor] | 29% | -10 | -4% | ?
COc1ccc(CCN=C(N)NS(=O)(=O)c2ccc(OC)cc2)cc1 | -18% | 8% | -5 | -7% | -16% | -18% | -11 | 0% | 5%
COc1cccc(-c2nc3n(n2)C(c2ccccc2Cl)C(C(N)=O)=C(C)N3)c1 (stereo not drawn) | -6% | 1% | -7 | -2% | -12% | 1% | ? | 7% | 23%
COc1cccc(NC(=O)NC2CC(=O)N(c3ccc4c(c3)OCCO4)C2)c1 (stereo not drawn) | 7% | -5% | 5 | -1% | i | 11% | -1 | -3% | -16%
CC(=O)c1sc(NC(=O)c2ccc(F)c(F)c2)nc1C | 1% | 17% | 2 | 1% | -34%[inhibitor][57.5 µM] | -7% | -22 | 8% | -6%
CCCCn1c(SCC(=O)Nc2cc(C)on2)nnc1-c1cccnc1 | -17% | -9% | 9 | -21% | i | -9% | 16 | -14% | 0%
NC(=O)Nc1ccc(Oc2ncc(C(F)(F)F)cc2Cl)cc1 | -11% | -4% | 2 | 1% | -18% | 12% | 3 | 11% | 5%
O=C(c1cc2cc(F)ccc2[nH]1)N1CCC(Cc2ccccc2)CC1 | -4% | 12% | -4 | -12% | -31%[inhibitor] | 6% | -11 | 28% | ?

Not a retest: entries from further up.
structure | GLP1R cytotox | KB-V1 cytotox | D3 ag | aSyn yeast inh | PTHR1 agonist | TDP43 rescue | DRD3 antagonist | GLP1R ag | GLP1R inv ag
COc1ccccc1CNc1nc2ccc(C)cc2n2nnnc12 | 4% | . | -3 | . | 6% | -6% | . | . | 2%
CN(C(=O)COC(=O)C1CCN(S(=O)(=O)c2ccc(Cl)cc2)CC1)C1CCS(=O)(=O)C1 (stereo not drawn) | -7% | 9% | 12 | 13% | i | -12% | 8 | 1% | -19%
Cc1cccc(C(C)C)c1NC(=O)c1cc2ccccc2o1 | 2% | -26% | 3 | 21% | -49%[inhibitor] | 29% | -10 | -4% | ?
COc1ccc(CCN=C(N)NS(=O)(=O)c2ccc(OC)cc2)cc1 | -18% | 8% | -5 | -7% | -16% | -18% | -11 | 0% | 5%

More entries follow.
structure | GLP1R cytotox | KB-V1 cytotox | D3 ag | aSyn yeast inh | PTHR1 agonist | TDP43 rescue | DRD3 antagonist | GLP1R ag | GLP1R inv ag
COc1ccc(-c2cc(-c3nnc(COC(=O)c4ccncc4)o3)c3ccccc3n2)cc1OC | -6% | -17% | 5 | -1% | -1% | ? | 29 | 20% | 45%[activator]
O=C(NCc1ccncc1)Nc1cccc(Cl)c1 | 75%[activator] | -5% | 3 | 3% | -6%[57.5 µM] | -4% | -20 | 2% | 0%
C=CCOc1ccc(CN(C)CC(=O)Nc2ccccc2[N+](=O)[O-])cc1 | -2% | ? | 1 | 1% | i | 10%[9.22 µM] | 11 | 20% | ?
Cc1cc(C)c(NS(=O)(=O)c2ccccc2)c(C)c1 | -6% | -1% | 7 | 2% | i | 20% | -5 | 19% | ?
CCS(=O)(=O)N1CCCC(C(=O)NC2CCCC2)C1 (stereo not drawn) | -2% | 6% | 1 | -16% | -12%[57.5 µM] | 8% | 0 | -2% | -5%
Cc1ccc([N+](=O)[O-])cc1NC(=O)C(C)N1CCCCC1 (stereo not drawn) | -4% | 1% | -29 | 3% | 0% | -13%[0.397 µM] | -24 | 27% | 1%
CC(=O)n1cc(C2CC(=O)OC3=C2CC(=O)C(C)(C)C3)c2ccccc21 (stereo not drawn) | -3% | 20% | -5 | -6% | i | 13% | -20 | 6% | 6%
O=C1CSC(c2ccccn2)N1c1cccc(Cl)c1 (stereo not drawn) | 5% | ? | 2 | 11% | -21%[57.5 µM] | 9% | -30 | 12% | -26%
COC(=O)c1cccc(NS(C)(=O)=O)c1C | -24% | 2% | 14 | 1% | i | -18% | 18 | 3% | 0%
Cc1ccccc1Sc1ncccc1[N+](=O)[O-] | -6% | 3% | -12 | 3% | i | 13µM* | 3 | 9% | -2%
Cn1ncc(Cl)c1C(=O)N/N=C/c1cccc(OC2CSC2)c1 | 0% | 0% | 10 | 1% | i | -2% | -2 | 19% | 16%
COCCCNS(=O)(=O)c1ccc2c3c(cccc13)C(=O)S2 | 0% | 0% | -6 | 6% | -31%[inhibitor][57.5 µM] | 6% | 27 | 9% | 2%
COc1ccc(C(=O)O/N=C/c2ccc(S(=O)c3ccc(Cl)cc3)nc2)cc1 (stereo not drawn) | 2% | -5% | 8 | -10% | 12%[57.5 µM] | -11% | -24 | -4% | 0%
CCC(CC)NC(=O)CC(c1ccccc1)c1ccccc1 | -2% | -4% | -2 | -2% | -15% | 0% | 1 | 1% | ?
O=C(c1ccncc1)N1CCN(C(=O)c2cccc3ccccc23)CC1 | 0% | 14% | 2 | -4% | i | -5% | 12 | -23% | 6%
Cn1nc(CC(=O)Nc2ccc3c(c2)CCC3)c2ccccc2c1=O | -14% | 0% | 6 | 11% | i | -2% | 0 | -8% | 0%
C=CCNC(=O)c1ccc2c3n(nc2c1)-c1ccccc1CO3 | 0% | -19% | 1 | -10% | -51%[inhibitor] | -4% | 8 | -4% | ?
Cc1ccc(C)c(C(=O)CN2C(=O)CCC2=O)c1 | 10% | 0% | -2 | 0% | i | 1% | 0 | -21% | -5%
CC(C)OC(=O)C1=C(N)N2C(=O)CSC2=C(C(=O)OC(C)C)C1 | 7% | 1% | 1 | 3% | -18%[57.5 µM] | 1% | 140 | -11% | 8%
CCOC(=O)N(C)c1c(CC)nc2c(OCCOc3ccccc3)cccn12 | -13% | ? | 4 | -12% | -17% | 24% | 7 | -1% | -23%
CN(CC(=O)Nc1ccc(Br)cc1)Cc1ccccc1 | -5% | -3% | -16 | -1% | -23% | 0% | ? | 27% | ?
O=C(N/N=C/c1cccnc1)/C(=C\c1cccs1)NC(=O)c1ccccc1 | -4% | -4% | 3 | -4% | -22% | 7% | 20 | -8% | 23%
CCOC(=O)C1C(c2cccnc2)NC(=O)NC1(O)C(F)(F)F (stereo not drawn) | 63%[activator] | 0% | 7 | -3% | i | -1% | 18 | -5% | 10%
CCOC(=O)C(=CNc1cc(C)nn1-c1ccc(C)cc1)C(=O)OCC | -19% | ? | 12 | 4% | i | 7% | 48 | 2% | 116%[activator]
O=C(/C=C/c1ccccn1)c1cc(Cl)cc(Cl)c1O | -14% | ? | -5 | 0% | -21% | ? | 9 | -4% | ?
Cc1cc(C)c(NC(=O)C2c3ccccc3Oc3ccccc32)c(C)c1 | -7% | 2% | 2 | 1% | -21% | -7% | 5 | -16% | 13%
Cn1cnc([N+](=O)[O-])c1SCC(=O)NN | -6% | -3% | 1 | -1% | i | 1% | -10 | 6% | 14%

Record cards, as listed above. Values in the order: GLP1R cytotox | KB-V1 cytotox | D3 ag | aSyn yeast inh | PTHR1 agonist | TDP43 rescue | DRD3 antagonist | GLP1R ag | GLP1R inv ag
Profile of CCOC(=O)C(=CNc1cc(C)nn1-c1ccc(C)cc1)C(=O)OCC = -19% | ? | 12 | 4% | i | 7% | 48 | 2% | 116%[activator]
Profile of CCOC(=O)C1C(c2cccnc2)NC(=O)NC1(O)C(F)(F)F (stereo not drawn) = 63%[activator] | 0% | 7 | -3% | i | -1% | 18 | -5% | 10%
